pAkt inh – blocks phosphorylation of Akt. Neuro2A IGF-stimulated pAkt S473 HTRF, 20 min; stronger effect = lower value. activity change, % for hits at 50 µM. 360,000 tested, 0.32% active. AID 651550; in the data active = activity change below about -80%; inconclusive = mostly about -51% to -80%; also: % is scaled to controls: 0 for no effect and ±100 for the full control effect
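Neuro2A cells in DMEM with 0.5% FBS, overnight at 37 deg C, given compound at single 50 µM final, then IGF (6 nM final) for 20 min at 37 deg C. Lysed; phospho-Akt Ser473 by HTRF after 24 h, 665/615 ratio.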
A549 viability – A549 cytotoxicity, counter-screen for Nrf2 inhibitors | A549 ARE-Fluc cells, CellTiter-Fluor viability, 18-24 h | Potency, µM (highest dose often 46 µM), for the others: top-dose activity change, negative = cytotoxicity, usual class: inhibitors | 390,000 tested, 0.16% active | AID 504648; also: potency is read from the fitted curve at half-maximal effect; % is scaled to controls: 0 for no effect and ±100 for the full control effect
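A549 ARE_Fluc cells in 5% FBS OPTI-MEM were exposed to compounds in concentration-response for 18-24 h at 37 deg C. Viability was read by CellTiter-Fluor fluorescence (Ex 405/Em 525) after 30 min, before the luciferase read.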
CCT chaperon mod – modulators of cytosolic chaperonin (CCT/TRiC) activity; activity change, % (concentration not given with the values), hits read low; 360,000 tested, 0.3% active; purified chaperonin ATPase assay, HTRF ADP detection, 30 min; AID 651819; in the data active = activity change below about -30%; also: % is scaled to controls: 0 for no effect and ±100 for the full control effect
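TRiC (40 or 20 nM final, by batch activity) in 30 mM Tris pH 7.4, 100 mM KCl, 5 mM MgCl2, 1 mM DTT was treated with compound at 76 uM single dose, then 10 uM ATP, 30 min at 37 °C. ADP was read by HTRF Transcreener.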
TGFb inhibitor – inhibitors of TGF-b signaling | HepG2 CAGA-GFP TGF-b/SMAD3 reporter, GFP fluorescence, 18 h; TGF-beta stimulated, 500 pg/mL final | Potency, µM (series often up to 46.1 µM), inactives show at the highest dose activity, negative = inhibition, actives largely listed as inhibitors | 410,000 tested, 1.2% active; also: potency is read from the fitted curve at half-maximal effect; % is scaled to controls: 0 for no effect and ±100 for the full control effect; nearly all actives have a fitted effect of over 65% in size
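Inhibition was scored as loss of TGF-beta-induced (500 pg/mL final, 18 hours, 37 degrees C) GFP in HEPG2 cells carrying a CAGA-GFP reporter, in DMEM with 1% FBS. Well GFP was summed per cell; Activity was normalised to unstimulated and stimulated DMSO wells, then concentration-response fitting.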
MmCpn inh – blocks the Methanococcus maripaludis chaperonin Mm-Cpn; 330,000 tested, 0.031% active; Potency, µM (doses to about 76.9 µM), inactives show at the top dose activity, negative = inhibition, actives largely listed as inhibitors; purified Mm-Cpn ATPase, ADP Transcreener TR-FRET; also: potency is read from the fitted curve at half-maximal effect; % is scaled to controls: 0 for no effect and ±100 for the full control effect; nearly all actives have a fitted effect of over 80% in size
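Reaction buffer contained 30 mM Tris pH 7.4, 100 mM KCl, 5 mM MgCl2 and 1 mM DTT. Mm-CPN (25 nM final) hydrolysed 10 uM ATP over 30 min at 37°C; ADP was read by HTRF.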
Nrf2 ARE act – activators of Nrf2 (ARE) signaling; AREc32 ARE-luciferase reporter (MCF7-derived line), luminescence, 24 h; 410,000 tested, 0.31% active; AID 624171; Potency, µM (top dose mostly 46.1 µM), inactives show at the top dose activation, usual class: activators; also: potency is read from the fitted curve at half-maximal effect; % of control where 0% means no effect; nearly all actives have a fitted effect of over 65% in size
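Reporter line AREc32 (ARE-Fluc), seeded overnight in OPTI-MEM with 5% FBS; compound pin-transferred, 24 hr at 37 deg C, 5% CO2; luminescent read-out.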
Nrf2 inh – inhibitors of Nrf2 signaling. A549 ARE-Fluc reporter, luciferase luminescence, 18-24 h. AID 504444. Potency, µM (doses to about 46 µM), without a hit: at the top dose activity change, negative = inhibition, actives largely listed as inhibitors. 360,000 tested, 2.1% active; also: potency is read from the fitted curve at half-maximal effect; % is scaled to controls: 0 for no effect and ±100 for the full control effect; nearly all actives have a fitted effect of over 60% in size
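Reporter: ARE-Fluc in A549. Exposure: 18-24 h, 37 °C, 5% CO2, 5% FBS OPTI-MEM. Readouts: fluorescent cytotoxicity (CellTiter-Fluor), then luminescent Nrf2 signal after BugLite.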
EPAC2 antag – antagonists of human EPAC2 | Q8WZA2 | EPAC2 GEF exchange of Rap1B-BODIPY-GDP, fluorescence | Potency, µM (highest dose often 114 µM), for the others: at the highest dose activity, negative = inhibition, actives largely listed as inhibitors | 360,000 tested, 0.18% active; also: potency is read from the fitted curve at half-maximal effect; % is scaled to controls: 0 for no effect and ±100 for the full control effect; nearly all actives have a fitted effect of over 45% in size; many of its hits are not listed in these tables
Target sequence (Q8WZA2 whole entry, looked up): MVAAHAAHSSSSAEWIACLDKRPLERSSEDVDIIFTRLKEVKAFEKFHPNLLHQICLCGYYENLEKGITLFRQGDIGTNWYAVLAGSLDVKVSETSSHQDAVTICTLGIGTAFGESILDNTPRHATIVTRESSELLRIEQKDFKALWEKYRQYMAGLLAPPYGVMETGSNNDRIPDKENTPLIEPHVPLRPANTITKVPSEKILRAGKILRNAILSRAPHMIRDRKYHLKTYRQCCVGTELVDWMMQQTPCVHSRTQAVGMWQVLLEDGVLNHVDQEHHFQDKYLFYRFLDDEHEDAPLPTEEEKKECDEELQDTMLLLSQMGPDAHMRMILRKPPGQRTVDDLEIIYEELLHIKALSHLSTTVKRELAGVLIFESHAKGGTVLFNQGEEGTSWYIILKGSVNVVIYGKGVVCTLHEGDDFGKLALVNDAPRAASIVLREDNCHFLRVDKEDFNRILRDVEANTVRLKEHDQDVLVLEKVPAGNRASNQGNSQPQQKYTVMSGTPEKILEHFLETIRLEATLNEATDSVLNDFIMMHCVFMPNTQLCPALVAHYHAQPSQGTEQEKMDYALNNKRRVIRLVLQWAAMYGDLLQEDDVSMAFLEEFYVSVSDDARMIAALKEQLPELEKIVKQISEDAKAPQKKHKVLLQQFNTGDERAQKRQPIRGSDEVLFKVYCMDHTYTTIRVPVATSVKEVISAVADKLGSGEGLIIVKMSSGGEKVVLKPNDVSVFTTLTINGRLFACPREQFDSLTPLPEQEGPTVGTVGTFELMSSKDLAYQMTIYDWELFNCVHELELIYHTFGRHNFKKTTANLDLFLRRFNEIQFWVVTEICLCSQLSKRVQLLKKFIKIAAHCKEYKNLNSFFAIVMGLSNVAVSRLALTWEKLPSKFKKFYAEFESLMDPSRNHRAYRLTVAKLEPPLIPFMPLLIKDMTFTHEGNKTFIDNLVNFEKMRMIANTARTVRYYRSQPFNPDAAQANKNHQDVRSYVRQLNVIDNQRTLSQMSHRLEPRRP
EPAC2 agonist – agonists of human EPAC2 (RAPGEF4). Q8WZA2. EPAC2 activation, biochemical qHTS; response scale: 100% = 6.5 mM cAMP response. Potency, µM (top dose mostly 154 µM), without a hit: at the highest dose activation, hits mostly activators. 360,000 tested, 0.079% active; also: potency is read from the fitted curve at half-maximal effect; nearly all actives have a fitted effect of over 50% in size
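Fluorescence exchange assay: 100 nM EPAC2 with 250 nM RAP1B-BODIPY-GDP and 50 uM GDP; compounds tested as a concentration-titration series (qHTS). Loss of Rap1-bound BODIPY-GDP fluorescence read at 480/540 nm; data normalized to 6.5 mM cAMP.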
Starred values were filed as active, the others as inactive; i = inactive; ? = inconclusive; . = no result given; [ ] = another dose, or the depositor's remark. Unless noted, calls follow the shape of the dose curve; as a rule, active = well fitted curve in the direction sought with a large enough effect; inconclusive = small, poorly fitted or top-dose-only effect, or another doubt; inactive = no such curve, though single readings can be large; an effect the other way counts as inactive or inconclusive.

SMILES	pAkt inh	A549 viability	CCT chaperon mod	TGFb inhibitor	MmCpn inh	Nrf2 ARE act	Nrf2 inh	EPAC2 antag	EPAC2 agonist
O=[N+]([O-])c1ccc(S(=O)(=O)N/N=C/c2ccco2)cc1	i	-10%	-5.1	11%	2%	0.7%	-14%	-9%[57.1 µM]	10%
CCCC(=O)Nc1c2c(nn1-c1cccc(C)c1C)CS(=O)(=O)C2	i	10%	0.3	-5%	-2%	0.2%	3%	7%	8%
Cc1cccc(Cn2c(=O)n(Cc3ccc4c(c3)OCO4)c(=O)c3oc4ccccc4c32)c1	.	22%	.	-3%	.	1.8%	7%	.	.
CCCCn1c(N)c(N(CC(C)C)C(=O)c2ccc(S(=O)(=O)N(CC)c3ccccc3)cc2)c(=O)[nH]c1=O	i	-1%	2.0	1%	1%	-0.2%	?	-6%	-12%
CN(C)C(=O)CC12CC3CC(C1)CC(CC(=O)N(C)C)(C3)C2	i	1%	-2.2	-4%	1%	-0.7%	10%	-14%	5%
COCCn1nnnc1C(c1ccc(OC)cc1)N1CCN(c2ccccc2F)CC1 (stereo not given)	i	-4%	-0.6	-8%	-1%	-0.2%	-21%	-1%	-34%[inhibitor]
Cc1c(OC(C)C(=O)NC2CC(C)(C)NC(C)(C)C2)ccc2c3c(c(=O)oc12)CCC3 (stereo not given)	i	10%	-1.9	2%	3%	1.6%	47%	5%	6%
Cc1cccc(NC(=S)N(C)C)c1C	i	0%	-2.6	-16%	0%	-0.5%	10%	-2%	3%
CCc1nc2ccc(C(=O)N(C)CCCN(C)C)cn2c1N(C)CCCc1ccccc1	i	.	0.2	-2%	.	0.4%	.	-5%	6%
Cc1ccc2ncnc(NCCCCCC(=O)O)c2c1	i	2%	-0.8	-1%	-13%	-0.9%	2%	3%	-4%
CCc1ccc(CNC(=O)c2cnc3sc(N4CCCC4)nn3c2=O)cc1	.	-5%	.	?	.	-0.1%	?	.	.
COC(=O)c1ccc(C23CC4(C2)[C@H](CN(Cc2ccc(-c5ccccc5)cc2)[C@@H]4c2ccccc2)C3c2ccc(C(F)(F)F)cc2)cc1 (stereo not given in full)	i	-2%	-1.1	-24%	0%	0.9%	5%	4%	-1%
COCCn1c(SCC(=O)NCc2ccc3c(c2)OCO3)nnc1-c1c[nH]c2ccccc12	i	1%	-0.7	2%	2%	0.3%	2%	10%	5%
CC(=O)c1c(C)[nH]c(C(=O)Nc2cccnc2)c1C	i	-2%	-1.2	-19%	0%	-0.6%	9%	9%[57.1 µM]	5%
Cc1nn(C)c(C)c1S(=O)(=O)N1CCC(C(=O)NCC2COc3ccccc3O2)CC1 (stereo not given)	i	-3%	-0.4	-5%	2%	0.0%	-28%	3%	5%
COc1c2n(C)ccc3c-2n(c(=O)c1=O)c1ccccc31	i	-2%	-0.7	12%	0%	0.3%	0%	-6%	4%
C=CC(=O)Nc1ccc(Br)cc1	i	-1%	-1.0	13%	1%	17%	.	7%	9%
COC(=O)c1ccc(C2Nc3cccc4cccc(c34)N2)cc1	i	-12%	-17	14%	-2%	8.4%	-7%	-22%	12%
S=C(NCCc1ccccc1)N1CCN(C(=S)NCCc2ccccc2)CC1	i	0%	-0.8	5%	3%	-0.3%	5%	5%	7%
O=c1cc(O)c2ccccc2n1Cc1ccccc1Cl	i	-4%	0.0	1%	-1%	-0.8%	10%	-26%	-4%
CCCn1c(N)c(Sc2ccccc2)c(=O)n(CCC)c1=O	i	-1%	-6.4	0%	2%	0.2%	-4%	9%	8%
CC(=O)c1cccc(NC(=O)CN(c2cc(C)cc(C)c2)S(=O)(=O)c2c(C)noc2C)c1	.	1%	.	?	.	0.4%	1%	.	.
Cc1ccc(CNc2ccc(-c3nc(-c4ccncc4)no3)cc2[N+](=O)[O-])cc1	.	-13%	.	0%	.	3.1%	-3%	.	.
CC1(C)CC(NC(=O)Cc2ccccc2)CC(C)(C)N1	i	-6%	-3.4	0%	1%	-1.1%	-6%	21%	-5%
CCOC(=O)C1=CCN(S(=O)(=O)c2ccccc2Br)C1c1ccc(Br)cc1 (stereo not given)	i	.	0.1	?	.	2.9%	.	-20%	7%
CCCCCC(=O)N1CC2(C)CN(C(=O)CCCCC)CC(C)(C1)C2=O	i	-16%	-0.5	0%	1%	-0.4%	-9%	5%	-6%
CN(c1ccccc1)S(=O)(=O)c1ccc(NC(=O)c2ccccc2)cc1	i	3%	-1.0	?	-2%	0.9%	?	-8%	10%
C[C@@H]1CN([C@@H](C)CO)C(=O)c2cc(NC(=O)c3ccncc3)ccc2O[C@@H](C)CCCCO[C@@H]1CN(C)C(=O)Cc1ccccc1	i	.	-0.6	16%	.	-0.6%	.	6%	-5%
COc1ccc(CCNC(=O)c2nc3ncccn3n2)cc1OC	i	-1%	1.0	0%	1%	-0.4%	8%	-3%	-3%
CC(=O)Nc1ccc(NC(=O)C2CCCN(c3nnc(-n4cccc4)s3)C2)cc1 (stereo not given)	i	6%	2.6	0%	-1%	-0.2%	13%	23%	-1%
COc1ccc(CCNC(=O)c2ccc3c(c2)SC2=NS(=O)(=O)CCN23)cc1	i	-2%	-1.7	-14%	-3%	-0.8%	-2%	5%	3%
CC1(C)CC2CC(C)(CN2S(=O)(=O)c2ccc(C(=O)Nc3ccc(Cl)c(S(=O)(=O)N4CCOCC4)c3)cc2)C1 (stereo not given)	i	-11%	3.2	?	0%	1.1%	5.2µM*	5%	-8%
Cc1nn(-c2ccccc2)c(C)c1C(=O)N1CCN(S(=O)(=O)c2ccccc2)CC1	i	1%	2.7	-9%	-1%	-0.6%	13%	-3%	5%
CN(C(=O)c1ccc(NC(=O)Cc2ccc(NC(=O)C3CCN(C(=O)C4CCCCC4)CC3)cc2)cc1)C1CCCC1	i	-1%	-3.1	-6%	.	0.3%	2%	-9%	10%
OC(CN1CCC(Cc2ccccc2)CC1)C(F)(F)F (stereo not given)	i	0%	1.6	-2%	3%	0.1%	4%	1%	-9%
Cc1ccc(N2C(=O)C3C4C=CC(CC4)C3C2=O)cc1Cl (stereo not given)	i	-12%	1.0	-1%	1%	0.0%	4%	1%	6%
COc1ccc(N2C(=O)CSC2c2ccncc2)cc1 (stereo not given)	i	-6%	0.2	2%	1%	-0.8%	-3%	2%	-9%
Cc1ccc(NC(=O)Cn2c(=O)n(-c3ccc(Cl)c(Cl)c3)c(=O)c3c(C)c(C)sc32)c(C)c1	.	1%	.	2%	.	-1.4%	11%	.	.
C[C@H]1CN([C@@H](C)CO)C(=O)CCCn2nncc2CO[C@@H]1CN(C)Cc1ccc(-c2ccccc2)cc1	i	.	-2.2	?	.	-0.6%	.	-22%	-2%
CCOC(=O)C1C(C(=O)NN)C1C(=O)Nc1ccccc1 (stereo not given)	i	2%	-0.8	13%	2%	-0.8%	10%	14%	1%
Cc1ccc2occ(CC(=O)N(Cc3ccccc3Cl)C3CCS(=O)(=O)C3)c2c1 (stereo not given)	.	2%	.	?	.	5.0%	-7%	.	.
Cc1ccc(Nc2nc(-c3ccc(S(=O)(=O)N4CCOCC4)cc3)cs2)cc1	i	-3%	-2.2	-12%	.	-1.2%	.	-6%	-6%
CCOC(=O)C1CCN(C(=O)Cn2nc(C)n3c(cc4c(OC)cccc43)c2=O)CC1	.	7%	.	0%	.	4.4%	2%	.	.
Cc1ccc(S(=O)(=O)Cc2ccc(C(=O)N3CCC(C(N)=O)CC3)o2)cc1	i	-1%	0.6	1%	0%	-0.3%	-1%	0%	3%
CCOC(=O)C(NC(=O)CC)(Nc1ccccc1)C(F)(F)F (stereo not given)	i	-2%	-0.4	?	-3%	-0.1%[9.22 µM]	9%	8%	-2%
CCc1nnc(NC(=O)CSc2nnc(-c3ccc(S(=O)(=O)N(CC)CC)cc3)n2CC)s1	i	-7%	-1.7	1%	-1%	-0.4%	-16%	-1%[57.1 µM]	1%
O=C(CN1CCN(C(=O)c2ccc(-c3nc4ccccc4s3)o2)CC1)Nc1ccccc1Cl	i	-11%	0.2	18%	-14%	0.4%	?	-6%	13%
CCOc1ccc(N(CC(=O)N2CCN(c3ccccc3OC)CC2)S(=O)(=O)c2ccc(F)cc2)cc1	i	-13%	-1.3	-16%	2%	2.0%	-12%	0%	8%
CC(C)OC(=O)Cn1cc(C#N)c2ccccc21	i	15%	-5.6	-4%	-4%	-0.4%	2%	-5%	10%
CCCCOCCCNC(=O)CN1C(=O)c2ccccc2C1=O	i	-5%	4.0	-22%	3%	0.1%	9%	5%	7%
COCCCNC(=O)Cn1c(=O)n(CCCCCC(=O)NCc2ccc3c(c2)OCO3)c(=O)c2sccc21	i	-2%	0.4	14%	0%	0.8%	-2%	2%	9%
CN(CC(=O)O)c1ccc(S(=O)(=O)N2CCOCC2)cc1[N+](=O)[O-]	i	-7%	1.3	?	2%	3.1%	-3%	-3%	-2%
COc1ccc(S(=O)(=O)N/N=C(/C)c2ccncc2)c(OC)c1	i	10%	0.6	-3%	4%	-0.4%	-11%	-1%	0%
O=C(NCc1ccccc1CN1CCCC1)c1cccc(N2CCCC2=O)c1	i	1%	-2.4	0%	1%	0.6%	4%	0%	11%

Screens (PubChem)

Some of the compounds tested; the hit share may differ from the screen's.
